PHOSPHO1 inh: inhibitors of human PHOSPHO1 phosphatase; recombinant PHOSPHO1, absorbance phosphatase assay; inhibition, % at 13.3 µM; AID 1565; 290,000 compounds, 1.1% hits; in the data active means inhibition above about 60%
Target sequence (Q8TCT1 whole entry, looked up): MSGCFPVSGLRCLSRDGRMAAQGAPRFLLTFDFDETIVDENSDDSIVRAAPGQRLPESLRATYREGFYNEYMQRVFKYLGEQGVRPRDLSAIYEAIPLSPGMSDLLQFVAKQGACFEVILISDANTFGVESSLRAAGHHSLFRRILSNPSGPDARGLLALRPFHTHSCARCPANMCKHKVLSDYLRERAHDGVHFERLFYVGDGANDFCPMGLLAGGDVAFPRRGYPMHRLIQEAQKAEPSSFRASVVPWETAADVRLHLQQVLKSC
VIM-2 inh: inhibitors of Pseudomonas aeruginosa VIM-2 metallo-beta-lactamase. purified VIM-2, nitrocefin hydrolysis, epi-absorbance fluorescence. inhibition, % at 5.6 µM. 290,000 compounds, 0.89% hits;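 active means inhibition above the mean of all tested compounds plus 3 SD, cutoff set per screening run, cut at about 7.5% in these data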;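 further: red hydrolysis product quenches plate fluorescence so inhibitors raise well fluorescence; 0% = enzyme with DMSO and 100% = DMSO without enzyme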
IMP-1 inhibitor: inhibitors of Pseudomonas aeruginosa IMP-1 metallo-beta-lactamase. purified IMP-1, nitrocefin hydrolysis, epi-absorbance fluorescence. AID 1556. inhibition, % at 5.6 µM. 290,000 compounds, 0.45% hits;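 active means inhibition above the mean plus 3 SD of all compounds in the same screening run, cut at about 4.5% in these data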;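 further: 0% = IMP-1 with DMSO and 100% = DMSO wells lacking enzyme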
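System – purified recombinant IMP-1 beta-lactamase · Input – IMP-1 dispensed at 0.2 nM · Timing – 15 min preincubation plus 25 min reaction at 25 °C · Signal – Epi-absorbance fluorescence, 480 nm excitation, 530 nm emission · Measure – percent IMP-1 inhibition derived from blank-referenced optical density · Controls – Enzyme-plus-DMSO low control, enzyme-free DMSO high control · Replication – singlicate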
GPR7 antag: human neuropeptides B/W receptor 1 antagonism; inhibition, % at 4.4 µM; GPR7-expressing cells, fluorescence antagonist assay; 290,000 compounds, 1.1% hits; P48145; in the data active means inhibition above about 16%, passing the limit was not always enough;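 further: cells stimulated with the agonist NPW; 0% = agonist with vehicle and 100% = vehicle without agonist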
HCV NS3 hel inh: HCV NS3 helicase inhibition | NS3 helicase DNA unwinding, Cy5 molecular beacon fluorescence | inhibition, % at 10.9 µM | 290,000 compounds, 0.56% hits | AID 1800;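 active means inhibition above the mean of all tested compounds plus 3 SD, set per campaign, cut at about 35% in these data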;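 further: 0% = DMSO wells and 100% = thioflavine S control wells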
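assay system = NS3 helicase fragment of HCV | buffer or medium = MOPS pH 6.5, MgCl2, DTT, Tween20, BSA | timing = 60 min unwinding reaction at 25 °C after ATP addition | signal = Cy5 beacon fluorescence read at start and 1 h | read-out basis = % inhibition of unwinding | control set = low DMSO, high thioflavine S at 110 µM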
GalR3 antagonist: human GalR3 antagonism; HEK293 GalR3-CNG cAMP membrane potential fluorescence; galR3 body fused to GalR1 C-terminus; O60755; AID 651719; inhibition, % at 3 µM; 360,000 compounds, 0.44% hits;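 active means inhibition above the screen-wide average plus 3 SD, cut at about 13% in these data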;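 further: forskolin and galanin both at EC90 stimulate the cells; cAMP rise reported by CNG channel membrane potential dye signal; 0% = forskolin plus galanin with DMSO and 100% = forskolin alone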
Target sequence (O60755 1-299 limits assumed): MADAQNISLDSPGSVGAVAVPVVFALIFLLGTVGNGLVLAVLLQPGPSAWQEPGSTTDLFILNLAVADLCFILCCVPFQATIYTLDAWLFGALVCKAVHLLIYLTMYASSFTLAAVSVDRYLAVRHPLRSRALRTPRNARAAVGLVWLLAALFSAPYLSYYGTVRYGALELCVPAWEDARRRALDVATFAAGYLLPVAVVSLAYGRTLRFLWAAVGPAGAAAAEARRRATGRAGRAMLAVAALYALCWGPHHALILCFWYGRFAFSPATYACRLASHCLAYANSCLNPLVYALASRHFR
DNA FID counter: displaces DNA intercalator in HCV helicase counter-screen | DNA fluorescent intercalator displacement, fluorescence | inhibition, % at 7.9 µM | 290,000 compounds, 0.17% hits | AID 1845; in the data active means inhibition above about 37%;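 further: 0% = vehicle and 100% = reference compound; higher means more ethidium bromide displaced from hairpin DNA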
OXTR agonist: agonists of human oxytocin receptor; 320,000 compounds, 0.32% hits; activation, % at 3 µM; CHO-OTR cells, Fluo-8 calcium fluorescence; normalized: DMSO 0%, oxytocin 100%;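 active means activation above the mean of all tested compounds plus 3 SD, cutoff set per screening run, cut at about 20% in these data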;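 further: peak over basal fluorescence ratio from a 100 s FLIPR kinetic read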
V1aR counter: counter-screen for oxytocin receptor agonists: human V1a receptor agonists; P37288; CHO-V1R cells, Fluo-8 calcium fluorescence, agonist mode; 0% DMSO, 100% 3 nM vasopressin; activation, % at 3 µM; 320,000 compounds, 0.25% hits;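 active means activation above the mean activation of all tested compounds plus 3 SD, per screening run, cut at about 20% in these data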;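 further: signal is peak over basal fluorescence ratio across a 100 second FLIPR read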
Target sequence (P37288 whole entry, looked up): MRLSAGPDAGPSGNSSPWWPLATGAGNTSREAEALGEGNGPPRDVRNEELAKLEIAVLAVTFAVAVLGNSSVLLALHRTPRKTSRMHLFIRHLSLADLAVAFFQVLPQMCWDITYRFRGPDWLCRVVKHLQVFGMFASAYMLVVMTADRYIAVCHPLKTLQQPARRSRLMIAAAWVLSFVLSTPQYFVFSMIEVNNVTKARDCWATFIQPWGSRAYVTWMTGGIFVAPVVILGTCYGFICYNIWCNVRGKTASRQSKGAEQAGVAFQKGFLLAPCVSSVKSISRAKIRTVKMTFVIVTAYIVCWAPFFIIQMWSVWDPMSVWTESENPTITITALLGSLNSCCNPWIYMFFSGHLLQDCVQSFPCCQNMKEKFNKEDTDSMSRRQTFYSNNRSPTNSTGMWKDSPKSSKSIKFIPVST
Numbers without * were called inactive; . = no result given.

Every second line gives: GalR3 antagonist	OXTR agonist	V1aR counter	HCV NS3 hel inh	PHOSPHO1 inh	VIM-2 inh	GPR7 antag	DNA FID counter	IMP-1 inhibitor
CN(C)C(CNC(=O)CCOc1ccccc1)c1ccco1 (stereo unspecified)
    -6	0.4	-0.8	6	15	-2.2	-9	1	-1.2
CC(C)COC(=O)n1c(SCC(N)=O)nc2ccccc21
    -2	-0.8	-0.4	-4	25	4.7	0	-17	-0.6
CCc1nnc(NC(=O)c2cccc(S(=O)(=O)N3CC(c4ccccc4)CC3=O)c2)s1 (stereo unspecified)
    3	-0.8	1.4	11	-7	-5.7	-6	-11	-4.0
COC(=O)c1sc(N)c(C(=O)OC)c1COC(=O)c1c(C)noc1C
    -6	-0.7	-1.1	-3	22	-2.2	23*	-16	-1.8
Cc1occc1-c1nnc(SCC(=O)Nc2nc(C(C)(C)C)cs2)o1
    -7	9.8	6.0	3	-7	-3.5	2	-25	-0.4
COc1cccc(NC(=O)CCCn2c(=O)[nH]c3ccccc3c2=O)c1
    -2	-0.6	0.9	-3	26	-2.2	0	-6	-3.2
COc1ccc(-c2c(C)nn3c(N4CCC(C(=O)N5CCCCC5)CC4)cc(C)nc23)cc1OC
    0	-0.1	-0.3	.	22	.	.	.	.
Cc1ccccc1CSCCNC(=O)c1ccccc1
    -1	-1.0	0.7	3	-21	-2.1	12	-13	-0.9
CCOc1ccccc1N(CC(=O)Nc1cc(OC)ccc1OC)S(=O)(=O)c1ccccc1
    -8	.	.	-17	20	-0.8	3	-30	0.0
O=C(Nc1ccon1)c1csc2c1CCCC2
    -6	-2.3	-0.9	-2	-23	-4.3	-7	-2	-1.1
CC1CN(C2CCCCC2)c2nc3c(c(=O)[nH]c(=O)n3C)n2C1 (stereo unspecified)
    -2	-2.5	-1.5	-5	23	1.2	-11	-18	1.9
Cn1c2ccc(F)cc2c2nnc(NN)nc21
    -4	.	.	-3	27	-2.4	-11	-1	-4.1
CC(C)(CC(=O)O)CC(=O)N1CCN(c2cc(C(F)(F)F)nc3ccccc23)CC1
    .	1.1	2.2	3	.	-2.1	-2	-29	-2.0
O=C(Nc1ccncc1)c1ccc2c(c1)OCCO2
    -2	2.9	4.6	3	-4	-3.7	1	-3	-2.2
OCCC1CN(Cc2ccc(-c3ccco3)cc2)CCN1Cc1ccsc1 (stereo unspecified)
    -3	3.7	2.8	-14	40	0.7	-7	2	-0.3
CN(C)S(=O)(=O)c1ccc2c(c1)c(=O)c(C(=O)NCCCN1CCCCCC1)cn2C
    3	2.1	1.6	-22	-3	-0.2	-11	2	-1.1
CSc1nc(N)nc(SCC(=O)Nc2cccc(F)c2)c1C#N
    6	17	13	-6	-12	2.5	26*	16	-0.5
Cc1ccc(C)c(NC(=O)CSc2nnc(-c3n[nH]c4ccccc34)o2)c1
    -6	1.3	1.3	-6	3	-4.1	0	-9	-4.0
Cc1ccc(/C=N/NC(=O)CSc2nnc(-c3ccc(Cl)cc3)n2-c2ccc(Cl)cc2)o1
    -4	-1.6	-0.5	28	8	-5.0	-3	-52	-5.1
COc1ccc(C2SCC(=O)N2c2ccc(C)cc2)cc1 (stereo unspecified)
    -3	.	.	-5	20	-0.6	-2	-13	-1.5
Cc1ccc(OCCNC(=O)c2ccccc2F)cc1
    -8	-2.6	0.1	16	-7	-2.5	-8	-13	-5.4
CCCC1=C(C(=O)OCC)C(c2ccc(NC(C)=O)cc2)NC(=O)N1 (stereo unspecified)
    -2	0.4	1.1	6	7	-3.4	-9	-10	-4.3
CCOC(=O)CNC(=O)CNC(=O)c1ccc(OCC(C)C)cc1
    86*	-0.8	0.8	2	8	-2.6	-10	-11	-3.5
c1ccc(-c2ccnc3ncnn23)nc1
    -6	0.1	-0.5	3	45	-0.4	0	3	-0.8
Cc1ccc(OC(C)C(=O)Nc2ccc(S(=O)(=O)Nc3cc(C)on3)cc2)cc1 (stereo unspecified)
    -5	0.8	0.8	-5	-1	-2.5	-6	-30	-5.5
O=C(Nc1ccc2oc(-c3ccncc3)nc2c1)c1ccccc1F
    -3	2.2	3.0	-2	-16	-1.1	-6	-20	-3.8
CCCOc1ccc(C(=O)Nc2ccc(S(=O)(=O)N3CCN(C)CC3)cc2)cc1
    -9	5.5	9.4	-54	36	-0.6	-13	16	-2.5
COc1ccc(S(=O)(=O)NCC2CCCN(C(=O)CN3CCCCC3)C2)cc1 (stereo unspecified)
    -6	-1.0	0.9	-18	26	-3.4	-2	2	-2.2
O=C(CCN1C(=O)/C(=C/c2ccccc2Cl)SC1=S)N1CCOCC1
    2	-0.1	2.2	-2	23	1.8	-19	-34	-2.8
COC(=O)c1cn(-c2ccccc2)c(=O)c2ccccc12
    -6	-1.9	-1.6	-5	-12	-0.1	-13	-9	-1.0

One compound at a time, as listed above. Order of screens: GalR3 antagonist	OXTR agonist	V1aR counter	HCV NS3 hel inh	PHOSPHO1 inh	VIM-2 inh	GPR7 antag	DNA FID counter	IMP-1 inhibitor
Cc1ccc(/C=N/NC(=O)CSc2nnc(-c3ccc(Cl)cc3)n2-c2ccc(Cl)cc2)o1 is listed with -4	-1.6	-0.5	28	8	-5.0	-3	-52	-5.1
OCCC1CN(Cc2ccc(-c3ccco3)cc2)CCN1Cc1ccsc1 (stereo unspecified) is listed with -3	3.7	2.8	-14	40	0.7	-7	2	-0.3

Structures listed so far that have a thiophene ring, fused or not:
Every second line gives: GalR3 antagonist	OXTR agonist	V1aR counter	HCV NS3 hel inh	PHOSPHO1 inh	VIM-2 inh	GPR7 antag	DNA FID counter	IMP-1 inhibitor
COC(=O)c1sc(N)c(C(=O)OC)c1COC(=O)c1c(C)noc1C
    -6	-0.7	-1.1	-3	22	-2.2	23*	-16	-1.8
O=C(Nc1ccon1)c1csc2c1CCCC2
    -6	-2.3	-0.9	-2	-23	-4.3	-7	-2	-1.1
OCCC1CN(Cc2ccc(-c3ccco3)cc2)CCN1Cc1ccsc1 (stereo unspecified)
    -3	3.7	2.8	-14	40	0.7	-7	2	-0.3

The main list resumes, repeating the two entries before the break.
Every second line gives: GalR3 antagonist	OXTR agonist	V1aR counter	HCV NS3 hel inh	PHOSPHO1 inh	VIM-2 inh	GPR7 antag	DNA FID counter	IMP-1 inhibitor
O=C(CCN1C(=O)/C(=C/c2ccccc2Cl)SC1=S)N1CCOCC1
    2	-0.1	2.2	-2	23	1.8	-19	-34	-2.8
COC(=O)c1cn(-c2ccccc2)c(=O)c2ccccc12
    -6	-1.9	-1.6	-5	-12	-0.1	-13	-9	-1.0
c1ccc2oc(-c3csc(NCC4CCCO4)n3)cc2c1 (stereo unspecified)
    -6	0.1	1.0	13	12	1.4	14	-6	1.1
COc1ccc(C(=O)CN2CCN(c3ccc(F)cc3)CC2)cc1OC
    -3	0.7	1.1	5	-15	-1.4	2	-1	-0.9
COc1cc2c(cc1OC)CN(C(=O)/C=C/c1ccccc1[N+](=O)[O-])CC2
    -1	0.6	1.6	-9	19	-2.0	7	-22	-1.9
CN(C)S(=O)(=O)c1ccc(Nc2ccc(-c3ccc4c(c3)OCCO4)nn2)cc1
    0	2.8	2.0	-8	30	-0.3	-6	-1	0.8
COc1ccc(S(=O)(=O)N2CCOCC2)cc1OC
    5	0.6	0.8	0	2	-0.8	0	-13	-2.5
Cc1nc2sccn2c(=O)c1S(=O)(=O)Nc1ccc(N2CCN(S(C)(=O)=O)CC2)cc1
    -8	3.4	4.0	16	31	-0.3	2	-4	-2.1
CN1C(=O)C(C)(C)c2cc(S(=O)(=O)N3CCCC(C(=O)NCc4ccc(Cl)cc4)C3)ccc21 (stereo unspecified)
    0	3.6	4.5	-29	15	0.9	-3	-52	-1.3
CN1CCC(=NNC(=O)C(=O)Nc2ccccc2F)CC1
    -2	-2.3	0.0	5	-8	-3.6	-12	-5	-4.0
Cc1cccc(NC(=O)Cn2nnc(-c3ccc(CN4CCCC4)cc3)n2)c1C
    -5	0.1	0.8	-29	19	-3.8	-8	6	-6.0
COc1ccc(/C(O)=C2/C(=O)C(=O)N(c3ncccn3)C2c2ccc(OC)cc2)cc1 (stereo unspecified)
    6	0.8	0.1	11	24	-1.9	-12	-23	-1.9
O=C(NCCc1nc2ccccc2[nH]1)c1ccc(F)cc1
    .	0.5	-0.9	-2	28	1.2	-5	-6	-2.6
COCCn1c(SCC(=O)OC(C)C)nnc1-c1ccccc1
    1	-0.5	0.4	0	-8	-1.1	-12	-3	-3.7
NC(=O)c1ccc(NC(=O)CN2CCN(Cc3ccccc3)CC2)cc1
    -7	0.3	0.3	-7	.	-1.0	-3	-8	-0.3
Cc1cc(=O)oc2cc(OC(=O)c3nn(C(C)C)c(=O)c4ccccc34)ccc12
    -4	2.0	0.8	-5	-2	2.6	-3	-10	-1.1
COc1ccc(-c2nnc3sc(C4CCCCC4)nn23)cc1OC
    10	-0.1	0.1	-9	14	-0.1	-15	-21	-4.2
CN1CCC(N(C)C(=S)Nc2ccc(SC(F)F)cc2)CC1
    -8	4.0	8.8	-7	-8	1.6	-7	5	-3.5
COc1ccccc1-n1cn[nH]c1=S
    -2	-0.4	0.0	2	6	-2.9	-5	-2	-3.5
O=C(Nc1ccccn1)c1ccc([N+](=O)[O-])cc1Cl
    -1	-0.8	0.4	0	3	-4.7	-11	0	-1.4
CC1(C)CCCC(C)(C)N1CC(O)COCCOc1ccc(Br)cc1 (stereo unspecified)
    -4	2.0	1.1	-13	5	-0.2	-3	12	-1.4
Cc1ccc(/C=C2\SC(=S)N(CC(=O)Nc3ncc(Cc4ccccc4Cl)s3)C2=O)cc1
    -4	0.3	1.5	14	45	-4.0	5	0	-2.9
Cc1cc2c3c([nH]c2cc1S(=O)(=O)NCc1ccc(CN2CCCCCC2)o1)CCCC3=O
    1	0.7	-0.4	2	28	-2.5	-10	5	-3.2
CC(=O)Nc1ccc(NC(=O)CSc2ccc(-c3ccco3)nn2)cc1
    2	-0.1	0.3	0	6	0.4	-4	-8	-3.6
CCC(C)NC(=O)N[C@@H](CCSC)C(=O)O (stereo partly specified)
    -2	0.5	0.5	-1	7	-4.4	-4	-2	-3.4
O=C(NCC1CCCCC1)c1cccc(-c2ccc(O)cc2)c1
    -10	0.1	1.8	16	-10	1.3	1	-16	0.3
O=C(CN(c1ccc(F)cc1)S(=O)(=O)c1ccc2c(c1)OCCO2)NCc1ccncc1
    0	-1.4	-0.5	4	26	-0.2	-6	-11	-3.6
CCc1ccc(-n2c(SCC(=O)Nc3cc(C)[nH]n3)nc3[nH]ncc3c2=O)cc1
    -3	-1.4	0.8	2	4	-3.4	-5	-3	-2.5
COC(=O)c1ccc(S(=O)(=O)c2ccc(Cl)cc2)c(N)c1
    -7	7.0	5.2	-5	29	-2.5	1	-12	-3.8

Bioassay records as filed in PubChem BioAssay.
